AID inhibitor: activation induced cytidine deaminase inhibition; Q9GZX7; AID deamination FRET fluorescence, UDG-coupled, 4 h; Potency, µM (series often up to 115 µM), for the others: top-dose activity change, negative = inhibition, actives largely listed as inhibitors; hit rate 0.32% among 91,000; further: nearly all actives have a fitted effect of over 25% in size
Target sequence (Q9GZX7 whole entry, looked up): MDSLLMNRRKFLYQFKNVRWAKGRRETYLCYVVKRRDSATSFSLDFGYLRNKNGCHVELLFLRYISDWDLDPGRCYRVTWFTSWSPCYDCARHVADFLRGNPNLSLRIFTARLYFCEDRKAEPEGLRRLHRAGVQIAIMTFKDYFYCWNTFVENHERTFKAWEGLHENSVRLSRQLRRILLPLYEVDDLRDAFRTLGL
UDG counter: counter-screen for AID inhibitors: uracil-DNA glycosylase inhibition | Potency, µM (titrated, usually from 115 µM), inactives show top-dose activity change, negative = inhibition, actives largely listed as inhibitors | hit rate 0.14% among 91,000 | FRET deamination/UDG coupled assay, UDG read, 4 h | AID 1347430; further: nearly all actives have a fitted effect of over 65% in size
* = called active by the depositor; ? = inconclusive; [ ] = remark or other dose. The call rests on the fitted dose curve; in most records, active means well fitted curve in the direction sought with a large enough effect; inconclusive means small, poorly fitted or top-dose-only effect, or another doubt; inactive means no such curve, though single readings can be large; an effect the other way counts as inactive or inconclusive. On the % scale 0 is the no-effect control and ±100 the full control effect; potency means the concentration at half of the fitted maximal effect. Only part of the results is shown, so the mix of outcomes need not match the whole.

SMILES	AID inhibitor	UDG counter
COc1ccc(OC)c(S(=O)(=O)NCCc2sc(C)nc2C)c1	32%[activator]	-1%
CCCC1=Nc2cc(C(=O)NCC(C)c3ccccc3)ccc2Sc2ccccc21 (stereo not drawn)	?	-11%
COC(=O)c1cc2cc3ccccc3nc2s1	8%	5%
Cc1cccc(C(=O)NC(CC(=O)O)c2ccc(C(C)(C)C)cc2)c1 (stereo not drawn)	-7%	0%
COc1ccc(C2CC(=O)N(CC(=O)Nc3cc(C)ccc3C)c3ccccc3S2)cc1 (stereo not drawn)	14%	7%
S=C(NN=C1CCCCC1)NC1CCCCC1	-3%	-3%
C=CCN1C(=O)COc2ccc(NC(=O)c3cc(=O)c4ccc(C)c(C)c4o3)cc21	9%	0%
CC(C)Cn1cnc2c1c(=O)n(CC(=O)Nc1ccc3c(c1)OCCO3)c(=O)n2Cc1ccccc1	2%	8%
CC(=O)N1CCCC1c1nc2ccccc2n1Cc1ccccc1Cl (stereo not drawn)	8%	?
Cc1cc(C)c(NC(=O)CN(C)Cc2ncc(-c3ccc(F)cc3)o2)c(C)c1	-9%	1%

Two records picked at random from those above, as already listed:
SMILES	AID inhibitor	UDG counter
COC(=O)c1cc2cc3ccccc3nc2s1	8%	5%
CC(=O)N1CCCC1c1nc2ccccc2n1Cc1ccccc1Cl (stereo not drawn)	8%	?

Next section
SMILES	AID inhibitor	UDG counter
Cn1c(=O)c2c(ncn2Cc2cccc(OCC(F)(F)F)c2)n(C)c1=O	6%	8%
CN(C)S(=O)(=O)c1ccc(C(=O)OCc2csc(-c3ccccc3)n2)cc1	0%	4%
CC(C)Cc1nc(NCCO)c(C#N)c2c1CCCC2	-10%	3%
NNc1ccc(S(=O)(=O)Nc2ccc(Cl)cc2)cc1[N+](=O)[O-]	-12%	-17%
CC(=O)c1cccc(OCc2coc(-c3cccc(Cl)c3)n2)c1	-7%	-1%
COc1cccc(CNC(=O)CCCn2c(=O)c3cccn3c3cccnc32)c1OC	4%	8%
COc1cc(C)ccc1OCc1nnc(SC(C)C(=O)Nc2ccc3c(c2)OCO3)n1C (stereo not drawn)	-5%	8%
O=C(COC(=O)c1cc2ccccc2cc1O)Nc1ccc(Cl)cc1C(F)(F)F	-8%	-5%
CCN(CC)S(=O)(=O)c1ccc(NC(=O)CCc2c(C)nc3cc(-c4ccc(Cl)cc4)nn3c2C)cc1	?	-13%
COc1ccc(C(=O)Oc2ccccc2)cc1Br	-2%	6%
COc1cccc(-c2nc(SCc3cc(=O)n4c5c(sc4n3)CCCC5)n[nH]2)c1	-4%	-3%
CC1CCCCN1CCC(=O)O (stereo not drawn)	4%	-5%
COc1ccc(CN2CCN(S(=O)(=O)c3ccccc3)CC2)c(OC)c1	3%	-29%
Cc1cc(NC(=O)C(C)Sc2nc(Nc3ccccc3)c3ccccc3n2)no1 (stereo not drawn)	-10%	-7%
Cc1ccc(-c2nc3ccc(C(=O)N4CCC(CC(=O)NCCN5CCOCC5)CC4)cc3o2)cc1	-11%	1%
CCCCCn1nc(C(=O)NC2(C)CCS(=O)(=O)C2)c2ccccc2c1=O (stereo not drawn)	0%	6%
Cc1nc2cc(NC(=O)c3cc(S(=O)(=O)N(C)c4ccccc4)ccc3Cl)ccc2o1	-4%	1%
Cc1ccccc1Nc1c(-c2ccc(Br)cc2O)nc2sccn12	-1%	-9%
CSC1=N/C(=C\c2ccco2)C(=O)S1	1%	-8%
Cc1ccc(-c2csc(C(C#N)=C3CCC(C)CC3)n2)cc1 (stereo not drawn)	2%	-12%
CC1CCN(c2oc(-c3cccs3)nc2C#N)CC1	-28%	-20%
Cc1ccc2nc(-c3cccc(Cl)c3)cc(C(=O)O)c2c1	-3%	5%
O=C(NCCCOCC1CCCO1)c1cc(=O)c2ccccc2o1 (stereo not drawn)	-11%	0%
Cc1ccc(-c2noc(C3CC(=O)N(c4ccc5c(c4)OCCO5)C3)n2)cc1 (stereo not drawn)	-14%	-1%
Cc1nc(SC(C)c2ccc(Cl)cc2)sc1CC(N)=O (stereo not drawn)	-8%	6%
CCN(CC)S(=O)(=O)c1cccc(NC(=S)Nc2cc(C)ccc2C)c1	-7%	2%
O=C(CCc1c[nH]c2ccccc12)NCc1ccncc1	-4%	-4%
Cc1ccc(SC(C)C(=O)NC2CCCC2)c(C)c1 (stereo not drawn)	-1%	-3%
O=C(NCCCN1CCN(c2ccc(F)cc2)CC1)c1ccc2nc(CCc3ccccc3)oc2c1	-3%	13%
O=C(NCCSCc1ccsc1)C1CC1	3%	0%
O=C(NC1CCCC1)C1(c2cccc(C(F)(F)F)c2)CCCC1	-2%	-6%
COc1nc(C(=O)NCC(C)N(C)C)cc2ccccc12 (stereo not drawn)	-5%	-6%
Cc1ccc(NC(=O)C23CCC(C)(C(=O)C2)C3(C)C)c(C)c1 (stereo not drawn)	0%	-5%
CN(C)C(=O)COc1ncnc2c(Cl)cc(Cl)cc12	-6%	4%
CCCCN(C)C(=O)Cn1c(C2CC(=O)N(c3cccc(C)c3)C2)nc2ccccc21 (stereo not drawn)	-10%	-3%
CC(C)Sc1ccccc1C(=O)NCCC1=CCCCC1	-9%	-6%
O=C(Nc1nnc(C2CCCCC2)s1)c1ccc2ccccc2n1	-15%	5%
COc1cc(C=O)ccc1OCCCCOc1c(C)cc(C)cc1Cl	-14%	-14%
O=C(OCC12CC3CC(CC(C3)C1)C2)c1cc([N+](=O)[O-])cc([N+](=O)[O-])c1	-15%	-8%
Cc1ccc(NC(=O)CN2C(=O)CCn3nc(-c4cccn4C)cc32)cc1	38%[activator]	-4%
COc1ccc(-n2ccnc2SCC(=O)Nc2cccc(OC)c2)cc1	6%	-12%
NS(=O)(=O)c1ccc(N/N=C/c2ccc(-c3ccccc3Br)o2)c([N+](=O)[O-])c1	-10%	-4%
COc1ccc(CNC(=O)C(=O)Nc2cccc(C)c2C)cc1	8%	-3%
CCCCn1c(=O)[nH]c(=O)c2c1nc(CSc1nccn1-c1cccc(C)c1)n2C	-1%	-7%
COc1cc(C)ccc1OCCSc1nnc(-c2cccs2)o1	-9%[57.5 µM]	-3%[57.5 µM]
Cc1nc(CNCc2cccc(NC(=O)c3cccc(F)c3)c2)cs1	1%	-3%
Cc1ccc(CSc2nc3cccnc3n2Cc2ccc(C(=O)NCCc3cccs3)cc2)cc1	18%	-6%[57.5 µM]
CC1=C(c2ccc(C)c(C)c2)S(=O)(=O)N=C1N1CCC(C(=O)N2CCCCC2)CC1	-5%	0%
Cc1ccc(C2CC(=O)N(CCCCCC(=O)O)C(=O)C2)cc1	8%	4%
Cc1cc(NC(=O)CCNS(=O)(=O)c2ccc3c(c2)CCCC(=O)N3)ccc1Br	10%	5%
(continued)
SMILES	AID inhibitor	UDG counter
Cc1cc(NC(=O)c2ccco2)cc(-c2nc3cc(Cl)ccc3o2)c1O	-6%	-6%
COc1ccccc1C(=O)Nc1ccccc1OCc1cc(=O)n2c(C)csc2n1	-5%	-10%
O=C(O)COc1ccc(/C=C2/NC(=O)NC2=O)cc1I	4%	-5%
Cc1nc2cc(-c3ccccc3)nn2c(C)c1CCC(=O)N1CCN(c2ccccc2)CC1	2%	-9%
CC1=C(c2ccc(C(C)C)cc2)S(=O)(=O)NC1=NCc1ccccc1Br	10%	-5%[57.5 µM]
CN(C(=O)c1ccc(C2SCCS2)cc1)C1CCCc2ccccc21 (stereo not drawn)	-4%	-9%
O=C(Nc1c(NCc2ccccc2)c2ccccc2oc1=O)c1ccccc1Cl	-2%	10%
O=C(NCCc1ccccc1)C1CCCN(c2ccc3nnc(C(F)(F)F)n3n2)C1 (stereo not drawn)	-8%	-7%
COc1ccc(-c2cc(C(F)(F)F)nc(S(=O)(=O)CCCC(=O)Nc3cccc(O)c3)n2)cc1OC	-15%	4%
COc1ccccc1-c1nc2c(c(SCC(=O)Nc3ccc(C)c(C)c3)n1)Cc1c(CO)cnc(C)c1O2	?	-13%
CCCS(=O)(=O)N1CCC(N2CCN(Cc3ccc(F)cc3)C(=O)C2=O)CC1	1%	4%
CCOC(=O)c1cc(S(=O)(=O)N2CCN(c3cc(C)ccc3C)CC2)[nH]n1	-9%	-3%
O=C(NCCc1ccc(Cl)cc1)c1ccc(CS(=O)(=O)Cc2ccc(Cl)cc2)o1	-9%	2%
O=C(/C=C/c1ccc(Cl)cc1)c1ccc(N2CCOCC2)cc1	-4%	6%
O=C(Cn1c(NCc2ccccc2)nc2ccccc21)N1CCCCC1	-3%	-14%
COc1cccc(-c2cc(C(=O)Nc3ccn(Cc4ccc(C)cc4)n3)no2)c1	1%	-2%
CSc1ccc(CCNC(=O)CCCn2nc(C)c3sc4ccccc4c3c2=O)cc1	5%	-14%
Cc1ccc(/C=C/c2ccc3cc(C)ccc3n2)cc1	-13%	-9%
O=C(O)c1cccc(NC(=S)N/N=C/c2ccc([N+](=O)[O-])cc2)c1	-7%	2%
CCc1ccc(NC(=O)CSc2nc(=O)n(Cc3ccco3)c3c2CCC3)cc1	?	-5%
Cn1ccc(NC(=O)CCc2nnc(-c3ccccc3)o2)n1	11%	7%
Fc1ccc(CNCCN2CCCC2)cc1F	12%	-4%
CN(C(=O)Cn1nnc(-c2ccc(S(C)(=O)=O)cc2)n1)c1ccccc1	-4%	10%
CCc1cccc(C)c1NC(=O)c1nn(CC)c(=O)c2ccccc12	-4%	-2%
CCCN1CCC(C(=O)O)CC1	9%	1%
COC(=O)c1cc(NS(=O)(=O)c2cc(Br)cc3c2N(C(C)=O)CC3)cc(C(=O)OC)c1	20%	7%
O=C(Cn1c(=O)ccc2cc(S(=O)(=O)N3CCCC3)ccc21)NCc1ccc(F)cc1	-13%	-6%
Cc1ccc(C2=NN(CC(=O)NCCC(C)C)C(=O)CC2)cc1	12%	4%[57.5 µM]
O=C(CSC12CC3CC(CC(C3)C1)C2)NCCc1ccc(F)cc1	-13%	-8%
c1ccc(-c2noc(-c3ccco3)n2)cc1	5%	6%
CC(=O)c1cccc(NC(=O)CN2CCN(CCc3ccccc3)CC2)c1	-13%	-19%
CCNC(=O)NC(=O)COc1ccc2ccc(=O)oc2c1	3%	8%
COc1ccc(C(=O)C(C(=O)C(F)(F)F)C23CC4CC(CC(C4)C2)C3)cc1OC (stereo not drawn)	-11%	0%
COc1ccc(-n2c(-c3ccc(C)cc3)cc3c2CC(C)(C)CC3=O)c(OC)c1	?	-22%
O=C(OCC1CCCCC1)c1nn(-c2ccccc2)c(=O)c2ccccc12	-8%	1%
COc1cc(Cl)c(C)cc1NS(=O)(=O)c1c(C)nc2sccn2c1=O	9%	71%[activator]
CCCn1nc(C(=O)N2CCN(c3ncccn3)CC2)c2ccccc2c1=O	-4%	-3%
COc1cc(OC)c(NC(=O)CSc2cc(=O)n(C)c3ccc(Cl)cc23)cc1Cl	20%	5%
Fc1ccccc1OCc1nc(-c2ccc(-n3cccc3)cc2)no1	12%	9%
CCOC(=O)c1ccccc1NC(=O)N(Cc1ccc(C)cc1)Cc1cccn1-c1nnc(N2CCCC2=O)s1	-2%	-6%
CCOC(=O)c1cnc2c(Cl)cc(Cl)cc2c1Nc1cc(C(=O)O)ccc1C	?	5%
O=C(NCc1ccc(Cl)cc1)C(=O)Nc1cccc(Br)c1	3%[57.5 µM]	3%[57.5 µM]
CCCOC(=O)c1cccc(NC(=O)CSc2nnc3cc(C)c4ccccc4n23)c1	11%	-3%
Cc1ccc(Cn2c3ccccc3c3cnn(CC(=O)Nc4cc(Cl)ccc4C)c(=O)c32)cc1	5%	-2%
CCCCOc1ccc(S(=O)(=O)c2ccc(OCCCC)cc2)cc1	-5%	-1%
Cc1cc(C)c(C)c(SC(C)C(=O)NC2CCCC2)c1C (stereo not drawn)	2%	5%
CCOC(=O)c1c(C)[nH]c(C)c1S(=O)(=O)N1CCC(C(=O)N2CCN(c3ccccc3F)CC2)CC1	9%	35%[activator]
S=C(NCCSc1ccc(Cl)cc1)Nc1ccccc1Cl	-3%	-1%
CCCCn1c(N)c(N(CC)C(=O)Cn2c(CC)nc3ccccc32)c(=O)[nH]c1=O	-4%	-6%
O=C(COc1ccc(F)cc1)NCCc1nc2ccccc2[nH]1	0%	7%
(listing goes on)
SMILES	AID inhibitor	UDG counter
CN1CCN(CCCNC(=O)c2cnn(-c3ccccc3)c2-n2cccc2)CC1	21%	-9%
Cc1ccc(Nc2nc(C(N)=O)c(NC(=O)CC34CC5CC(CC(C5)C3)C4)s2)cc1	8%	0%
Cc1ccc(S(=O)(=O)c2c(C)nn(-c3ccccc3)c2OC(=O)c2ccccc2F)cc1	30%[activator]	-9%
CCOC(=O)c1[nH]c(C)c(CCC(=O)N2CCN(c3cc(C)ccc3C)CC2)c1C	-9%	-6%

Structural class: the entries above containing two or more sulfur atoms.
SMILES	AID inhibitor	UDG counter
COc1ccc(OC)c(S(=O)(=O)NCCc2sc(C)nc2C)c1	32%[activator]	-1%
CN(C)S(=O)(=O)c1ccc(C(=O)OCc2csc(-c3ccccc3)n2)cc1	0%	4%
COc1cccc(-c2nc(SCc3cc(=O)n4c5c(sc4n3)CCCC5)n[nH]2)c1	-4%	-3%
CSC1=N/C(=C\c2ccco2)C(=O)S1	1%	-8%
Cc1nc(SC(C)c2ccc(Cl)cc2)sc1CC(N)=O (stereo not drawn)	-8%	6%
CCN(CC)S(=O)(=O)c1cccc(NC(=S)Nc2cc(C)ccc2C)c1	-7%	2%
O=C(NCCSCc1ccsc1)C1CC1	3%	0%
COc1cc(C)ccc1OCCSc1nnc(-c2cccs2)o1	-9%[57.5 µM]	-3%[57.5 µM]
Cc1ccc(CSc2nc3cccnc3n2Cc2ccc(C(=O)NCCc3cccs3)cc2)cc1	18%	-6%[57.5 µM]
CN(C(=O)c1ccc(C2SCCS2)cc1)C1CCCc2ccccc21 (stereo not drawn)	-4%	-9%
CSc1ccc(CCNC(=O)CCCn2nc(C)c3sc4ccccc4c3c2=O)cc1	5%	-14%
COc1cc(Cl)c(C)cc1NS(=O)(=O)c1c(C)nc2sccn2c1=O	9%	71%[activator]
S=C(NCCSc1ccc(Cl)cc1)Nc1ccccc1Cl	-3%	-1%
